Bioassay records from PubChem.
JMJD2E inh – qHTS Assay for Inhibitors of Human Jumonji Domain Containing 2E (JMJD2E); JMJD2E catalytic domain, FDH-coupled NADH fluorescence (FDH is formaldehyde dehydrogenase); Potency, µM (top dose mostly 57.1 µM), for inactives: at the top dose activity change, negative = inhibition, hits mostly inhibitors; 1.6% of 230,000 active; AID 2147, 2009; active = well fitted inhibition curve with a large enough effect, not every such curve was filed as active; inconclusive = small, poorly fitted or top-dose-only effect, or another doubt; inactive = no such curve, though single readings can be large or run the other way;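 also: 0% = wells with enzyme and -100% = buffer wells without enzyme; nearly all actives have a fitted effect of over 50% in size; many of its hits are not listed in these tables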
Target sequence (B2RXH2 1-337 limits assumed): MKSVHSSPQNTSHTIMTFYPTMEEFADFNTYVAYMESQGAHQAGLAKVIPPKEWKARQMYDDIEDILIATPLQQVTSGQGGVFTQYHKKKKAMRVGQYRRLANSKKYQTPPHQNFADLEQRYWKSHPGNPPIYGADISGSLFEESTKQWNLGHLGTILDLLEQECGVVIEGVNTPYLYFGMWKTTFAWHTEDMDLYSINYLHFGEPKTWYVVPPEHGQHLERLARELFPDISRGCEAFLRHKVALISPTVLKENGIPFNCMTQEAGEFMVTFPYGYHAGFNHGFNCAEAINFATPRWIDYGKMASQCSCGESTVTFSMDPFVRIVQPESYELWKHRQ
ALDH1A1 inh – qHTS Assay for Inhibitors of Aldehyde Dehydrogenase 1 (ALDH1A1) | Aldehyde dehydrogenase 1A1 (Homo sapiens), P00352 | Purified ALDH1A1, NADH fluorescence, propionaldehyde substrate | Potency, µM (doses to about 75.3 µM), without a hit: at the highest dose activity, negative = inhibition, usual class: inhibitors | 7.3% of 220,000 active; active = well fitted inhibition curve with a large enough effect, not every such curve was filed as active; inconclusive = small, poorly fitted or top-dose-only effect, or another doubt; inactive = no such curve, though single readings can be large or run the other way;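 also: plate controls were no enzyme wells and a reference inhibitor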
Target sequence (P00352 whole entry, looked up): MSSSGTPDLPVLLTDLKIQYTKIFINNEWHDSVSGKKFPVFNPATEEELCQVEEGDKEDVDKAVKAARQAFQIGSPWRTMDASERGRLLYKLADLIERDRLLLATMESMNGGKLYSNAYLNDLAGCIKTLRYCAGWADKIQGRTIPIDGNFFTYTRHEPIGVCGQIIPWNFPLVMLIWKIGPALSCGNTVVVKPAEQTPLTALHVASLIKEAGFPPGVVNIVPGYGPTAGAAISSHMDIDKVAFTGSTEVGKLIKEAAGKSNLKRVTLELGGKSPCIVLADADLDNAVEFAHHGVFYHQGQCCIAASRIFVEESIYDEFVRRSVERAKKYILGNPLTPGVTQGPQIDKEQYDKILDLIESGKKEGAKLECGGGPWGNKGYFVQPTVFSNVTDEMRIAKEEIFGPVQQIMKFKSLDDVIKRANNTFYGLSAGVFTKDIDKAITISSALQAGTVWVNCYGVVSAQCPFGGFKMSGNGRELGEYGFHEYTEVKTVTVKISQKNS
SMN2 splice up – qHTS Assay for Enhancers of SMN2 Splice Variant Expression; HEK293 SMN2-luciferase splicing reporter, luminescence, 30-36 h; Potency, µM (series often up to 46.1 µM), inactives show top-dose activity change, positive = activation, hits mostly activators; 2.8% of 210,000 active; AID 1458, 2008; also: % of control where 0% means no effect; nearly all actives have a fitted effect of over 55% in size
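HEK293 cells carry an SMN2 […]–luciferase reporter in which exon 7 inclusion puts luciferase in frame. Cells were plated 10-12 h before compound addition, then incubated 30-36 h at 37C. ONE-Glo luminescence was read; sodium butyrate at 4.5 mM final served as control.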
Tau fluor cs – Counterscreen qHTS for Inhibitors of Tau Fibril Formation, Fluorescence Polarization | Potency, µM (doses to about 57.7 µM), inactives show at the top dose activity change, negative = decrease | AID 1463, 2008 | tau K18 P301L Alexa594 fluorescence, heparin fibrillization | 0.93% of 280,000 active; also: % is scaled to controls: 0 for no effect and ±100 for the full control effect; nearly all actives have a fitted effect of over 55% in size
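Human tau K18 P301L (15 uM unlabeled, 0.24 uM Alexa 594-labeled) in 100 mM sodium acetate pH 7 with 20 uM heparin, 6 hr at 37 C. ThT 30 uM added, 1 hr ambient; Alexa 594 FP and total fluorescence read at 555/632 nm.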
HTT cytoprotect – qHTS Multiplex Assay to Identify Dual Action Probes in a Cell Model of Huntington: Cytoprotection (ATP). PC12 HTT-Q103 induced, cytoprotection, ATP luminescence, 40 h. Potency, µM (titrated, usually from 56.4 µM), without a hit: cytoprotection (ATP increase), hits mostly activators. 0.14% of 230,000 active;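 also: % of control where 0% means no effect; nearly all actives have a fitted effect of over 45% in size; toxic huntingtin expression switched on by the ecdysone agonist tebufenozide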
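Compounds added alongside 100 nM tebufenozide, which induces toxic Q103 huntingtin exon 1-GFP in stable PC12 cells; surviving cells quantified by luminescent ATP measurement. Medium: phenol red-free DMEM, 5% equine and 5% calf serum.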
Tau FP inhib – qHTS for Inhibitors of Tau Fibril Formation, Fluorescence Polarization; Potency, µM (top dose mostly 57.7 µM), for inactives: at the top dose activity, negative = inhibition, hits mostly inhibitors; K18 P301L tau heparin fibrillization, Alexa594 FP, 6 h; 0.39% of 280,000 active; AID 1468, 2008; also: % is scaled to controls: 0 for no effect and ±100 for the full control effect; nearly all actives have a fitted effect of over 55% in size
Target sequence (P10636 561-689 P618L limits assumed): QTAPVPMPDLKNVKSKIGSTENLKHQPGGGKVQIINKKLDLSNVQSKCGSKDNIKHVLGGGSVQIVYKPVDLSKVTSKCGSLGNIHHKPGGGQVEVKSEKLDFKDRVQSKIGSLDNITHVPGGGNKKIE
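K18 P301L tau (15 uM unlabeled/0.24 uM Alexa 594-labeled, final) + compound + heparin 20 uM final; 100 mM NaOAc pH 7; 6 hr 37 C; ThT 30 uM final added, 1 hr RT; FP ex 555/em 632 nm.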
HttQ103 aggreg – qHTS Multiplex Assay to Identify Dual Action Probes in a Cell Model of Huntington: Aggregate Formation (GFP); Potency, µM (highest dose often 46.1 µM), for the others: at the top dose activity change, negative = inhibition, usual class: inhibitors; 1.1% of 220,000 active; PC12 HttQ103-GFP aggregates, Acumen cytometry, 40 h; also: % is scaled to controls: 0 for no effect and ±100 for the full control effect; nearly all actives have a fitted effect of over 60% in size
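Aggregate formation scored by laser-scanning cytometer (488 excitation, 500–530 emission) in lysed PC12 cells expressing Q103-GFP after 100 nM tebufenozide induction; library tested in dose series, with ATPLite reagent added in the multiplex.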
Tau ThT inhib – qHTS for Inhibitors of Tau Fibril Formation, Thioflavin T Binding | Microtubule-associated protein tau (Homo sapiens), P10636 | recombinant tau K18 P301L (four-repeat tau fragment), heparin-induced fibrillization, ThT fluorescence | Potency, µM (top dose mostly 57.4 µM), for the others: top-dose activity, negative = inhibition, hits mostly inhibitors | 2.1% of 270,000 active; also: % is scaled to controls: 0 for no effect and ±100 for the full control effect; nearly all actives have a fitted effect of over 55% in size
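Aggregation was driven by heparin (20 uM final) acting on recombinant tau […] bearing P301L in 100 mM sodium acetate pH 7; fibrils were detected with Thioflavin T.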
Active calls of the source: *; ? = inconclusive; . = not tested or not shown; & = joins results of further samples; [ ] = dose if it differs, or a comment. Unless noted, calls follow the shape of the dose curve; as a rule, active = well fitted curve in the direction sought with a large enough effect; inconclusive = small, poorly fitted or top-dose-only effect, or another doubt; inactive = no such curve, though single readings can be large; an effect the other way counts as inactive or inconclusive. Potency is read from the fitted curve at half-maximal effect. The list is partial. The share of hits here may be higher or lower than overall.

1. CC1(C)CC(=O)c2cnc(N3CCc4ccccc43)nc2C1
2. NC(=O)CC(NC(=O)Cc1cccc2ccccc12)c1ccc(NCc2ccccc2)c([N+](=O)[O-])c1 (stereo not given)
3. CC(NCc1ccccc1Cl)C(=O)Nc1ccc(C#N)cc1 (stereo not given)
4. CCCCN(CCCC)c1ccc(C(=O)c2ccccc2C(=O)O)c(O)c1
5. c1ccc(CSC2=NCCCN2)cc1
6. O=C(O)c1cc2c(ccc3ccccc32)o1
entry no.,1,2,3,4,5,6
JMJD2E inh,1%,10%,-8%,?,-5%,?
ALDH1A1 inh,.,.,14%,?,5%,-2%
SMN2 splice up,.,.,2%,-1%,10%,.
Tau fluor cs,-17%,?,-10%,3%,-7%,?
HTT cytoprotect,-22%[10 µM],13%[10 µM],-47%[inhibitor],-12%,10%,-36%
Tau FP inhib,-2%,-5%,-5%,-3%,-2%,?
HttQ103 aggreg,8%[9.22 µM],-23%[9.22 µM],-1%,16%,4%,18µM*
Tau ThT inhib,?,?,-2%,0%,-7%,-7%

7. COc1ccccc1N1CCN(C(=O)c2cc(-c3cccs3)on2)CC1
8. COc1ccc(NC(=O)CSc2nc3ccsc3c(=O)n2Cc2ccccn2)c(OC)c1
9. Cc1nn(CC(=O)NCCc2ccccc2)c(C)c1[N+](=O)[O-]
10. CCN(CC(=O)N1CCOCC1)S(=O)(=O)c1ccc(C)cc1
11. COc1ccc(CC(=O)NCc2n[nH]c(=S)n2-c2cccc(Cl)c2)cc1
12. CC(C)(C)OC(=O)N[C@@H](Cc1ccccc1)c1nnc(SCC(N)=O)o1
entry no.,7,8,9,10,11,12
JMJD2E inh,0%,-8%,1%,5%,-1%,-4%
ALDH1A1 inh,-5%,?,8%,1%,0%,.
SMN2 splice up,3%,47%,0%,?,0%,.
Tau fluor cs,-16%,-10%,1%,5%,-1%,-8%
HTT cytoprotect,-3%[10 µM],-7%,17%[1.9 µM],5%,-8%[10 µM],15%[10 µM]
Tau FP inhib,-2%,-10%,1%,-1%,14%,-1%
HttQ103 aggreg,-5%,-20%,-17%,6%,-1%[9.22 µM],6%[9.22 µM]
Tau ThT inhib,?,-12%,1%,6%,1%,-9%

One compound at a time, from the list above.
Listed for Cc1nn(CC(=O)NCCc2ccccc2)c(C)c1[N+](=O)[O-] = JMJD2E inh: 1%; ALDH1A1 inh: 8%; SMN2 splice up: 0%; Tau fluor cs: 1%; HTT cytoprotect: 17%[1.9 µM]; Tau FP inhib: 1%; HttQ103 aggreg: -17%; Tau ThT inhib: 1%
Listed for CCN(CC(=O)N1CCOCC1)S(=O)(=O)c1ccc(C)cc1 = JMJD2E inh: 5%; ALDH1A1 inh: 1%; SMN2 splice up: ?; Tau fluor cs: 5%; HTT cytoprotect: 5%; Tau FP inhib: -1%; HttQ103 aggreg: 6%; Tau ThT inhib: 6%

More entries.
13. Cc1csc(NC(=O)[C@@H](NC(=O)c2ccccc2)C(C)C)n1
14. COc1ccc(CCN2C(=O)c3[nH]nc(-c4ccccc4O)c3C2c2ccc(OC)c(OC)c2)cc1 (stereo not given)
15. O=S(=O)(Nc1ccncc1Cl)c1cc(Cl)ccc1Cl
16. CCn1c(-c2nonc2NC(=O)c2ccccc2)nc2ccccc21
17. COc1ccc(NC(=O)CNC(=O)Cn2c(C)cc3ccccc3c2=O)c(OC)c1
18. CCCC(=O)NC(c1ccc2c(c1)OCO2)c1cc(Cl)c2cccnc2c1O (stereo not given)
entry no.,13,14,15,16,17,18
JMJD2E inh,7%,.,3%,-4%,?,-10%
ALDH1A1 inh,5%,.,13%,2%,?,2%
SMN2 splice up,-5%,10%,.,-39%[inhibitor],0%&-3%,-91%[inhibitor]
Tau fluor cs,1%,?,6%,-23%,-4%&-9%,-13%
HTT cytoprotect,.,.,29%[10 µM],-20%,-30%[inhibitor],-69%[inhibitor][10 µM]
Tau FP inhib,-1%,-14%,3%,-9%,-1%&2%,-10%
HttQ103 aggreg,?,.,1%[9.22 µM],-10%,-5%,2.8µM*
Tau ThT inhib,-1%,3%,-2%,?,?,-11%

19. COc1ccc(NC(=O)COc2ccc(N(C)S(=O)(=O)c3ccc(C)cc3)cc2)cc1
20. Cc1cc(=O)n2nc(N3CCCC(C(=O)N4CCc5ccccc54)C3)sc2n1 (stereo not given)
21. N/C(=N\OC(=O)c1cccc2ccccc12)c1ccccn1
22. CN(C)CCCN1C(=O)c2oc3ccccc3c(=O)c2C1c1cccs1 (stereo not given)
23. CCC(CC)C(=O)Nc1c2c(nn1-c1ccc(OC)cc1)CS(=O)(=O)C2
24. Cc1cc(C)[n+](-c2ccc(Oc3ccccc3)c(S(=O)(=O)[O-])c2)[nH]1
entry no.,19,20,21,22,23,24
JMJD2E inh,-7%,7%,?,?,0%,-10%
ALDH1A1 inh,-6%,-3%,.,?,15%,.
SMN2 splice up,-29%,-12%,.,11%,-2%,.
Tau fluor cs,-25%,6%,-3%,5%,-4%,0%
HTT cytoprotect,.,6%[10 µM],-21%[10 µM],-17%[0.074 µM],8%,2%[10 µM]
Tau FP inhib,?,0%,-6%,9%,-4%,5%
HttQ103 aggreg,24%,-3%,-17%[9.22 µM],4%,9%,-17%[9.22 µM]
Tau ThT inhib,6%,-3%,-12%,-20%,6%,-2%

25. C=CCn1c(SCC(=O)Nc2ccccc2C)nnc1-c1ccncc1
26. O=C(O)CCC(=O)Nc1ccc(C(=O)OC2CCCCC2)cc1
27. CCN(CC)c1nc2ccccc2c(N)c1-c1ccccc1
28. COC(=O)C1=C(O)/C(=C\c2cc(C)n(-c3ccccc3F)c2C)N=C1C
29. CC(C)c1ccc(N(C(=O)c2cc3ccccc3oc2=O)C2C=CS(=O)(=O)C2)cc1 (stereo not given)
30. Cc1nc(N(C)C)c2sc(=S)n(Cc3ccccc3)c2n1
entry no.,25,26,27,28,29,30
JMJD2E inh,1%,3%,-2%,22µM*,?,0%
ALDH1A1 inh,5%,-12%,14µM*,11µM*,25µM*,6.3µM*
SMN2 splice up,5%,-15%,-56%[inhibitor],2%,-34%[inhibitor],-7%
Tau fluor cs,-5%,-1%,-3%,-16%,-5%,-12%
HTT cytoprotect,-5%[10 µM],-21%,-5%,?,41%[10 µM],-39%
Tau FP inhib,2%,-3%,4%,-3%,2%,-2%
HttQ103 aggreg,-15%,3%,11µM*,-20%,16%,-6%
Tau ThT inhib,-11%,-5%,-1%,?,-6%,2%

31. CC(C)CNC(=O)COC(=O)CCC(=O)c1ccc(F)cc1
32. CCOC(=O)c1nnn(CC(=O)N2N=C(c3cccc4ccccc34)CC2c2ccccc2)c1C(=O)OCC (stereo not given)
33. CC(C)c1ccccc1OCC(=O)NC1CCCc2ccccc21 (stereo not given)
34. CCc1nnc(NC(=O)Cn2nnc(-c3ccccc3F)n2)s1
35. Cc1cc(C)cc(NC(=O)C/C(N)=N/O)c1
36. CCc1cc[n+](CC(=O)Nc2ccc(Cl)cc2Cl)cc1
entry no.,31,32,33,34,35,36
JMJD2E inh,-1%,?,-3%,3%,3%,-5%
ALDH1A1 inh,5%,?,?,17%,6%,2%
SMN2 splice up,3%,-7%,-4%,.,-11%,4%
Tau fluor cs,-10%,-17%,1%,-9%,-21%,3%
HTT cytoprotect,-3%,13%[1.9 µM],4%[10 µM],-1%,-22%,-21%
Tau FP inhib,-6%,-13%,-3%,1%,-1%,6%
HttQ103 aggreg,-15%,0%,6%,-2%,6%,-7%
Tau ThT inhib,-5%,-7%,4%,-9%,-13%,3%

3 compounds already listed, arranged by the value under Tau ThT inhib, ascending:
nr | compound | Tau ThT inhib
35 | Cc1cc(C)cc(NC(=O)C/C(N)=N/O)c1 | -13%
31 | CC(C)CNC(=O)COC(=O)CCC(=O)c1ccc(F)cc1 | -5%
36 | CCc1cc[n+](CC(=O)Nc2ccc(Cl)cc2Cl)cc1 | 3%

Going on with the list:
37. N#Cc1c(-c2ccccc2)ccn(Cc2cccc(Cl)c2)c1=O
38. O=C(SCC(O)C(O)CS)c1cccs1 (stereo not given)
39. COC(=O)C1C(c2ccccc2)C(C(=O)OCc2ccco2)C1c1ccccc1 (stereo not given)
40. O=C(COC(=O)c1ccc(NS(=O)(=O)c2ccc(F)c(F)c2)cc1)NCC1CCCO1 (stereo not given)
41. COc1ccc(C2CC(c3ccccc3)=NN2c2ccc(/C=N/NC(=O)c3ccncc3)cc2)cc1 (stereo not given)
42. O=c1oc2ccccc2cc1-c1ccccc1
43. Cn1c(=O)[nH]c(=O)c2c1nc1n(CCO)c(-c3ccccc3)cn21
entry no.,37,38,39,40,41,42,43
JMJD2E inh,-145%,-6%,0%,-1%,0%,?,.
ALDH1A1 inh,?,.,?,-3%,7%,?,.
SMN2 splice up,13%,.,-13%,.,-18%,21%,-2%
Tau fluor cs,-20%,14%,-16%,-2%,13µM*[quencher],-10%,-8%
HTT cytoprotect,11%,20%[10 µM],-7%[10 µM],4%[10 µM],-72%[inhibitor],-27%,.
Tau FP inhib,-5%,3%,0%,-1%,?,-1%,0%
HttQ103 aggreg,-16%,0%[9.22 µM],?,11%,-9%,6%,.
Tau ThT inhib,-11%,?,?,6%,?,-11%,-4%
